# Abeta rescue – compounds reversing amyloid beta toxicity in yeast. yeast expressing A-beta42, growth rescue, OD600, 48 h; response scale: 0% DMSO, 100% iron-clioquinol control. 410,000 tested, 0.063% active. Potency, µM (titrated, usually from 46.1 µM), for inactives: at the highest dose growth rescue, most hits filed as activators. AID 1347071; note: potency is the fitted concentration of half-maximal effect; nearly all actives have a fitted effect of over 55% in size
#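 Yeast A-beta toxicity model in growth medium with pinned compounds, 48 h at 30 C; growth read as absorbance at 600 nm. Normalized to FeCl3/clioquinol equimolar mix (positive) and DMSO (negative).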
# DRD3 antagonist – blocks the human D3 dopamine receptor. max response, negative = inhibition, %. D3R cells, DiscoveRx beta-arrestin luminescence, antagonist mode; active compounds read low. AID 652054. 360,000 tested, 2.5% active; in the data active = max response below about -50%; inconclusive = no clear call, values can overlap the other calls; note: % is set by controls: 0 for no effect and ±100 for the full control effect; mostly tested at two doses, the higher about 12 µM
#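 Cells expressing the human receptor were seeded at 1500 cells/well, incubated overnight at 37 degrees C in 5% CO2, then exposed to library compounds with dopamine controls for 90 minutes at 37 degrees C before luminescent detection.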
# TDP43 rescue – inhibitors of TDP-43 toxicity in yeast; TDP-43 expressing yeast growth rescue, BacTiter-Glo, 24 h; Potency, µM (highest dose often 46.1 µM), inactives show at the top dose growth rescue (activation), actives largely listed as activators; 410,000 tested, 1.8% active; AID 652104; note: potency is the fitted concentration of half-maximal effect; % of control where 0% means no effect; nearly all actives have a fitted effect of over 50% in size
#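 Growth rescue of TDP-43-toxic yeast measured as ATP luminescence (BacTiter-Glo). Cells grown to mid-log in raffinose, induced in galactose at OD600=0.02, exposed to compound 24 hr at 30 deg C.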
# aSyn rescue – alpha-synuclein toxicity inhibition in yeast. Yeast expressing alpha-synuclein, growth rescue, BacTiter-Glo, 24 h. 370,000 tested, 0.14% active. AID 652106. Potency, µM (series often up to 46.1 µM), inactives show top-dose growth rescue (activation), actives largely listed as activators; note: potency is the fitted concentration of half-maximal effect; % of control where 0% means no effect; nearly all actives have a fitted effect of over 65% in size
#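 Galactose-induced alpha-syn yeast (OD600=0.02, raffinose-pregrown) + pinned cpd, 24 hr, 30 deg C; growth by BacTiter-Glo luminescence. Growth restoration scores as activation.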
# EPAC2 agonist – activates human EPAC2 exchange factor. Q8WZA2. EPAC2 activation, biochemical qHTS; response scale: 100% = 6.5 mM cAMP response. Potency, µM (doses to about 154 µM), inactives show at the highest dose activation, most hits filed as activators. 360,000 tested, 0.079% active. AID 720711; note: potency is the fitted concentration of half-maximal effect; nearly all actives have a fitted effect of over 50% in size
# Target sequence (Q8WZA2 whole entry, looked up): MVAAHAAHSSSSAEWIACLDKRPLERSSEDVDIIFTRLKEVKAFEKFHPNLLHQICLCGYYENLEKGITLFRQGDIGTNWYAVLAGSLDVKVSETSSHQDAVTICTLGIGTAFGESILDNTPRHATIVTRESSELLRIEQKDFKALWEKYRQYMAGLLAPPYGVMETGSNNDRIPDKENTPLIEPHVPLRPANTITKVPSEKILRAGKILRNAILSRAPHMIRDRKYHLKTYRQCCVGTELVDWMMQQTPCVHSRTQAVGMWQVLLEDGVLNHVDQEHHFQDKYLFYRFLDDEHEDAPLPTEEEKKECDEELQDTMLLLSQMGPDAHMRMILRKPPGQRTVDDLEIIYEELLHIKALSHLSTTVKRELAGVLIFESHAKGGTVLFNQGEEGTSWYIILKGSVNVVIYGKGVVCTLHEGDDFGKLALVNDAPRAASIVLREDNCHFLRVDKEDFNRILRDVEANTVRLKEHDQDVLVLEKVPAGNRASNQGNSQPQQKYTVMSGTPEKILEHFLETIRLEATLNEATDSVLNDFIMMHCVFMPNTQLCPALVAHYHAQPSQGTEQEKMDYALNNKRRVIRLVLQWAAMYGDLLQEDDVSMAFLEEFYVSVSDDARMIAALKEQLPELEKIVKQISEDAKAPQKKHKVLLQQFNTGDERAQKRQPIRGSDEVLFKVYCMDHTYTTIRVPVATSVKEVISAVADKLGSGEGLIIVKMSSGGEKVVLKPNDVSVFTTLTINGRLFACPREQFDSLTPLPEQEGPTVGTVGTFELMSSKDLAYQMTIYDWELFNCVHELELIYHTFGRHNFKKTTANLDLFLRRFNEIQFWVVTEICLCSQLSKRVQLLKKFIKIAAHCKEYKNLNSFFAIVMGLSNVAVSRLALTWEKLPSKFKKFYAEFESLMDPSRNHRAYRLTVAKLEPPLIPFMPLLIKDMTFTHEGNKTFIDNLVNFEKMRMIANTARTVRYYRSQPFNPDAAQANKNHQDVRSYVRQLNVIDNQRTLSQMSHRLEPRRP
#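 Compounds were titrated in qHTS against a Rap1B-BODIPY-GDP (250 nM) complex with EPAC2 (100 nM) and GDP (50 uM). BODIPY-GDP release tracked at 480/540 nm over 30 min at room temperature, normalized to 6.5 mM cAMP.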
# FUS yeast rescue – rescues growth of FUS-expressing yeast | S. cerevisiae FUS-expressing, growth rescue, OD600, 24 h | Potency, µM (doses to about 76.6 µM), without a hit: at the highest dose growth rescue (activation), hits mostly activators | 390,000 tested, 0.24% active;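 note: potency is the fitted concentration of half-maximal effect; plate controls were DMSO vehicle for no effect and reference control for full effect; nearly all actives have a fitted effect of over 55% in size; some results filed as inactive show a strong effect at the top dose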
#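 Toxicity suppression screen in FUS-yeast. Cells induced with 2% galactose, starting OD 0.005, treated 24hr at 30C with compounds at multiple final concentrations; growth by OD600.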
# DRD3 agonist – agonists of human D3 dopamine receptor; max activation, %; 410,000 tested, 0.58% active; P35462; D3R DiscoveRx beta-arrestin cells, luminescence, 90 min; in the data active = max activation above about 30%; note: 0% is about no effect; mostly tested at two doses, the higher about 12 µM
#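 Agonist-mode cell screen: cells plated at 1500/well and incubated overnight at 37 °C, then exposed to library compounds for 90 min at 37 °C. Detection reagent was added for 30–60 min at room temperature, and luminescence was read.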
# EPAC2 antagonist – antagonists of human EPAC2; EPAC2 GEF exchange of Rap1B-BODIPY-GDP, fluorescence; Potency, µM (titrated, usually from 114 µM), for inactives: at the top dose activity, negative = inhibition, usual class: inhibitors; 360,000 tested, 0.18% active; AID 720708; note: potency is the fitted concentration of half-maximal effect; % is set by controls: 0 for no effect and ±100 for the full control effect; nearly all actives have a fitted effect of over 45% in size; many of its hits are not listed in these tables
# * marks the source's active call; other numbers are inactive results; ? = inconclusive; · = not tested or not shown; [ ] = remark or other dose. Unless noted, calls come from the whole dose curve; as a rule, active = well fitted curve in the direction sought with a large enough effect; inconclusive = small, poorly fitted or top-dose-only effect, or another doubt; inactive = no such curve, though single readings can be large; an effect the other way counts as inactive or inconclusive. This is a subset; count on the stated rates, not on these rows.
smiles | Abeta rescue | DRD3 antagonist | TDP43 rescue | aSyn rescue | EPAC2 agonist | FUS yeast rescue | DRD3 agonist | EPAC2 antagonist
CCn1c(SCC(=O)NCc2ccccc2)nnc1-c1cccnc1 | 0.4% | 6.9 | 0.5%[0.397 µM] | -5.7% | 2.9% | 1.0% | 13.9 | 6.0%
CN(Cc1cnccn1)C(=O)C1CCC(=O)N(CCc2ccc(Cl)cc2)C1 (stereo unspecified) | 0.7% | 4.8 | 3.5% | 3.3% | 2.6% | -34.0% | 0.7 | -0.4%
CCn1c2ccccc2c2cc(NC(=O)c3ccccc3[N+](=O)[O-])ccc21 | -3.4% | -19.3 | 17.7% | -1.2% | -7.3% | 2.6% | -4.8 | 10.9%
CCOC(=O)N1CCN(C(=O)CSc2ccc(-c3ccccc3OC)nn2)CC1 | 4.8% | 9.1 | 3.4% | -5.3% | 4.4% | 15.8% | -1.4 | 3.5%
Cc1ccccc1Nc1nc(N)nc(COC(=O)/C=C/c2ccco2)n1 | 7.4% | 0.8 | 3.4% | 9.4% | 10.3% | -11.3% | 0.1 | 5.7%
COc1cccc(/C=N/NC(=O)CN2CC(c3ccccc3)CC2=O)c1O (stereo unspecified) | 11.2% | -19.5 | 3.8% | -3.5% | 11.2% | -4.6% | 0.1 | -1.9%
O=C(Cc1ccc(Br)cc1)N1CCCC1 | 4.2% | -8.6 | 12.5% | -0.3% | -0.2% | -11.9% | 0.7 | 11.2%
CCOC(=O)C1CCN(C(=S)Nc2cc(OC)c(OC)cc2C(=O)OC)CC1 | 2.0% | 17.4 | -9.2% | -4.5% | -3.2% | 12.5% | 28.2 | 11.3%
CN1CCN(c2ccc(NC(=O)c3ccc(-c4ccccc4F)o3)cc2)CC1 | -14.6% | -14.2 | 18.8% | -0.3% | 13.2% | · | 3.4 | 6.1%
O=C(c1ccccc1F)N1CCOCC1 | -3.4% | -6.3 | -5.5% | -1.4% | 4.1% | -30.6% | -3.7 | 7.2%

# Record cards (already shown). Values in the order: Abeta rescue | DRD3 antagonist | TDP43 rescue | aSyn rescue | EPAC2 agonist | FUS yeast rescue | DRD3 agonist | EPAC2 antagonist
# Listed for CCn1c(SCC(=O)NCc2ccccc2)nnc1-c1cccnc1 : 0.4% | 6.9 | 0.5%[0.397 µM] | -5.7% | 2.9% | 1.0% | 13.9 | 6.0%
# Listed for CN1CCN(c2ccc(NC(=O)c3ccc(-c4ccccc4F)o3)cc2)CC1 : -14.6% | -14.2 | 18.8% | -0.3% | 13.2% | · | 3.4 | 6.1%
# Listed for CCOC(=O)N1CCN(C(=O)CSc2ccc(-c3ccccc3OC)nn2)CC1 : 4.8% | 9.1 | 3.4% | -5.3% | 4.4% | 15.8% | -1.4 | 3.5%
# Listed for COc1cccc(/C=N/NC(=O)CN2CC(c3ccccc3)CC2=O)c1O (stereo unspecified) : 11.2% | -19.5 | 3.8% | -3.5% | 11.2% | -4.6% | 0.1 | -1.9%

# Next results follow:
smiles | Abeta rescue | DRD3 antagonist | TDP43 rescue | aSyn rescue | EPAC2 agonist | FUS yeast rescue | DRD3 agonist | EPAC2 antagonist
CN(C)CC(O)COc1cc2ccccc2cc1C(=O)N1CCCCC1 (stereo unspecified) | 11.3% | -59.2* | -15.4% | -0.6% | -0.7% | 25.4% | -4.3 | 7.3%[57.1 µM]
Cc1cccc(NC(=O)c2ccc(C)c(S(=O)(=O)N3CCCCC3)c2)n1 | -17.8% | -12.0 | 29.2% | -19.1% | 17.3% | 18.0% | 3.0 | -3.6%
Cc1ccc(NC2=C(Cl)C(=O)N(C3CCCCC3)C2=O)cc1 | -13.1% | -16.1 | -19.6% | -0.9% | 1.7% | · | -11.3 | 18.7%
CCc1ccc(C(=O)NNC(=O)c2c(CC)noc2C)cc1 | 2.1% | 10.3 | -7.6% | 1.3% | 0.9% | 3.0% | 9.8 | 9.2%
COc1cccc(-c2cc(C(=O)Nc3c(C)n(C)n(-c4ccccc4)c3=O)no2)c1 | -9.8% | -3.8 | -2.5% | -0.5% | 3.9% | -15.6% | -4.7 | -2.1%
CN(Cc1ccc(Cl)cc1)C(=O)c1cc(S(=O)(=O)N2CCOCC2)ccc1N1CCCC1 | 10.5% | 1.2 | 26.9% | 3.2% | 14.5% | 30.1% | 1.5 | 8.8%
CC(C)(C)c1nc2ccc(Cl)cn2c1CC1CCCCC1 | 1.9% | 0.0 | 23.2% | 0.7% | 13.7% | -3.7% | -8.6 | -16.5%
CN1C(C(=O)NCc2ccco2)CC2Cn3c(nc4cc(Cl)c(Cl)cc43)C21 (stereo unspecified) | 0.0% | -17.8 | -8.3% | -1.7% | 7.6% | -5.0% | -13.7 | -9.8%
COc1ccc(N2CCN(C(=O)CCS(=O)(=O)c3ccc(OC)cc3)CC2)cc1 | 11.2% | 21.0 | 0.0% | 5.2% | 5.1% | -1.0% | -4.0 | 11.8%
CC(=O)N1CCc2c(sc3c2c(=O)n(-c2cccc(Cl)c2)c(=O)n3Cc2ccc(F)cc2Cl)C1 | -2.1% | · | 11.2µM* | · | · | -0.6% | 1.5 | ·

# (further entries)
smiles | Abeta rescue | DRD3 antagonist | TDP43 rescue | aSyn rescue | EPAC2 agonist | FUS yeast rescue | DRD3 agonist | EPAC2 antagonist
Oc1ccc(/C=N/N=C(c2ccccc2)c2ccccc2)c(O)c1O | 4.6% | -7.9 | 0.0% | 24.3% | 19.4% | · | -13.1 | -10.4%
CCc1c(C)nc2cc(-c3ccc(Cl)cc3)[nH]n2c1=O | 23.2% | 15.0 | 0.0% | -7.7% | -2.4% | 1.3% | -0.4 | -14.6%
CCOc1ccc(/C=N/NC(=O)c2ccccc2Cl)cc1CN1CC2CC(C1)c1cccc(=O)n1C2 (stereo unspecified) | -0.7% | -85.1* | 21.4% | 9.8% | 11.8% | -13.0% | -94.1 | -11.1%
CCOc1ccc(-c2nc3c(C#N)c[nH]n3c2NC2CCCCC2)cc1 | -10.4% | · | 21.5%[9.22 µM] | · | · | 6.4% | -15.8 | ·
O=C(Nc1cccc(/C=C/c2ccccn2)c1)c1cc(Cl)ccn1 | -9.3% | 3.3 | 18.0% | -14.0% | 11.0% | 13.7% | -0.2 | 7.0%
C=CCNC(=S)N/N=C/c1ccc(OCc2ccccc2Cl)cc1 | 9.8% | 15.1 | -3.2% | -1.5% | -5.1% | 10.5% | 0.0 | 6.3%
N#CC1(P(=O)(c2ccccc2)c2ccccc2)CC1 | 7.0% | -5.3 | ? | -9.1% | 2.2% | -12.2% | 1.5 | 0.2%
CC#CCN1c2ccccc2[C@]23C[C@@H](C(=O)OC)N(C(=O)NC4CCCCC4)C2=NC(C(=O)OC)=C(C(=O)OC)[C@H]13 | 2.8% | -26.6 | 10.3% | -0.8% | 6.7% | 38.2% | -10.5 | -8.3%
COc1cc(NC2c3ccccc3C(=O)N2Cc2ccccc2Cl)cc(OC)c1OC (stereo unspecified) | -7.2% | -10.1 | -24.5% | -3.3% | 1.5% | 15.9% | -6.1 | 9.6%
COc1cc(OC)c(NC(=O)c2c3c(nc4ccccc24)C(=O)N(C2CCCCC2)C3)cc1Cl | -0.9% | · | 23.1% | · | · | 16.6% | -18.1 | ·

# The results go on.
mol	Abeta rescue	DRD3 antagonist	TDP43 rescue	aSyn rescue	EPAC2 agonist	FUS yeast rescue	DRD3 agonist	EPAC2 antagonist
Cc1cc(C)nc(N2CCCC(C(=O)NCCc3cccc(F)c3)C2)n1 (stereo unspecified)	17.5%	13.0	-17.4%	3.1%	0.4%	12.9%	6.4	16.3%
COc1ccccc1C(=O)Nc1nc2nc(C)c(Cc3ccccc3)c(=O)n2[nH]1	-24.6%	·	-6.3%	·	·	-21.3%	-7.1	·
c1ccc2c(-c3ccc(OCCN4CCCCC4)cc3)c(-c3ccsc3)sc2c1	-40.7%[inhibitor]	?	-2.9%	-25.8%	9.4%	30.8%	-57.4	11.0%
COc1ccc(-c2cccc3c2C2CC3CCN2C(=O)OCc2ccccc2)cc1 (stereo unspecified)	2.3%	-10.2	-2.2%	12.9%	5.8%	12.6%	-16.3	?
C[C@@H]1CN(S(=O)(=O)C(C)(C)C)[C@H](CCO)/C1=C\c1ccccc1	3.4%	-3.0	0.0%	1.1%	4.9%	-12.8%	2.3	17.3%
COc1ccc(/C=N/n2nnnc2N)c(OC)c1	2.2%	6.6	0.0%	-5.8%	5.3%	-1.5%	4.0	1.2%
COc1cc2c(C(=O)NCCCN3CCN(c4cccc(Cl)c4)CC3)cn(C)c(=O)c2cc1OC	-2.9%	-56.1*	5.0%	2.7%	-12.3%	16.3%	31.1*	-0.9%
CCOC(=O)Oc1ccc2oc(=O)cc(C)c2c1	11.2%	25.3	24.7%	-11.2%	-4.1%	17.8%	1.5	10.2%

# More compounds:
mol	Abeta rescue	DRD3 antagonist	TDP43 rescue	aSyn rescue	EPAC2 agonist	FUS yeast rescue	DRD3 agonist	EPAC2 antagonist
CCc1c(C)nc(N)n2c(SCC(=O)Nc3ccccc3)nnc12	-8.5%	-4.3	16.2%	-1.3%	2.9%	32.9%	-3.6	-1.5%
O=C1c2ccccc2C(=O)C1(c1ccccc1)N1CCN(c2cccc(C(F)(F)F)c2)CC1	3.0%	·	13.7%	·	·	27.9%	-9.1	·
CCOC(=O)c1[nH]c(C)c(C(=O)OCC(=O)N2CCc3ccccc32)c1C	-23.3%	1.0	-3.5%	0.1%	6.8%	33.1%	0.5	-0.3%
Cc1c(C(=O)O)oc2ccc(S(=O)(=O)N3CCCCC3C(=O)O)cc12 (stereo unspecified)	-8.8%	-11.6	6.0%	3.6%	-6.4%	-16.6%	3.3	-23.0%
Cc1ccc(NC(=O)c2cccs2)cc1NC(=O)c1cccc(F)c1	8.2%	-5.1	12.1%	-0.6%	21.7%	-21.9%	3.8	3.6%
c1cncc(-c2nn3c(Cn4cnc5ccccc54)nnc3s2)c1	-1.6%	16.2	-8.5%	-33.5%[inhibitor]	6.1%	-7.7%	8.9	1.4%
Cc1nnc(SCC(=O)Nc2ccc3[nH]c(=O)[nH]c3c2)s1	-0.6%	15.9	12.3%	-2.1%	6.1%	-3.4%	1.6	2.4%
CC(=O)NCCc1nc2cc(NC(=O)COc3ccc(C)cc3)ccc2n1C	-12.1%	-6.1	-6.9%	2.2%	7.3%	14.3%	2.8	2.7%
CCc1ccc(OCC(=O)NC(=S)Nc2cccc(CO)c2)c(Br)c1	15.5%	8.9	-5.8%	1.6%	-5.9%	-4.5%	11.4	-3.3%
CC(=O)c1c(C)[nH]c(C(=O)O)c1C	6.1%	13.1	3.5%	-4.0%	6.1%	-37.3%	-2.2	4.0%

# Compound activity from PubChem BioAssay.
